Assay outcomes as filed in PubChem.
JMJD2E inh – qHTS Assay for Inhibitors of Human Jumonji Domain Containing 2E (JMJD2E); JMJD2E catalytic domain, FDH-coupled NADH fluorescence (FDH is formaldehyde dehydrogenase); Potency, µM (titrated, usually from 57.1 µM), inactives show top-dose activity change, negative = inhibition, usual class: inhibitors; 230,000 tested, 1.6% active; AID 2147, 2009; active means well fitted inhibition curve with a large enough effect, not every such curve was filed as active; inconclusive means small, poorly fitted or top-dose-only effect, or another doubt; inactive means no such curve, though single readings can be large or run the other way;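 further: 0% = wells with enzyme and -100% = buffer wells without enzyme; nearly all actives have a fitted effect of over 50% in size; many of its hits are not listed in these tables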
Tau fibril ThT – qHTS for Inhibitors of Tau Fibril Formation, Thioflavin T Binding; Potency, µM (titrated, usually from 57.4 µM), for the others: at the top dose activity, negative = inhibition, actives largely listed as inhibitors; Microtubule-associated protein tau (Homo sapiens), P10636; recombinant tau K18 P301L (four-repeat tau fragment), heparin-induced fibrillization, ThT fluorescence; 270,000 tested, 2.1% active; further: nearly all actives have a fitted effect of over 55% in size
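K18 P301L tau (15 uM + 0.24 uM Alexa 594-tagged), heparin 20 uM, NaOAc pH 7, 6 h 37 C; ThT 30 uM, 1 h RT, ex 450/em 510 nm.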
RGS12 GoLoco inh – qHTS Assay for Inhibitors of RGS12 GoLoco Motif Activity (Red Fluorophore). Guanine nucleotide-binding protein G(i) subunit alpha-1 (Homo sapiens), P63096. Gai1:RGS12 GoLoco peptide FP, rhodamine, 10 min. Potency, µM (highest dose often 61.6 µM), without a hit: top-dose activity, negative = inhibition, usual class: inhibitors. 230,000 tested, 0.44% active. AID 880, 2007; active means well fitted inhibition curve with a large enough effect, not every such curve was filed as active; inactive means no such curve, though single readings can be large or run the other way; further: nearly all actives have a fitted effect of over 30% in size; many of its hits are not listed in these tables
L3MBTL1 inh – qHTS Assay for the Inhibitors of L3MBTL1. AID 485360, 2010. AlphaScreen L3MBTL1–H3K9me1 peptide binding. Potency, µM (doses to about 57.1 µM), for the others: top-dose activity, negative = inhibition, most hits filed as inhibitors. 230,000 tested, 0.66% active; further: nearly all actives have a fitted effect of over 60% in size
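First, the protein-peptide complex forms for 30 min at room temperature (L3MBTL1 50 nM, biotinylated H3K9me1 peptide 75 nM). Next, compounds are pin-transferred and incubated 30 min. Finally, AlphaScreen beads are added and read after 30 min.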
Tau FP inhib – qHTS for Inhibitors of Tau Fibril Formation, Fluorescence Polarization; K18 P301L tau heparin fibrillization, Alexa594 FP, 6 h; AID 1468, 2008; Potency, µM (top dose mostly 57.7 µM), for the others: at the highest dose activity, negative = inhibition, usual class: inhibitors; Microtubule-associated protein tau (Homo sapiens), P10636; 280,000 tested, 0.39% active; further: nearly all actives have a fitted effect of over 55% in size
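Steps: dispense K18 P301L tau (15 uM plus 0.24 uM Alexa 594 tracer, final) in pH 7 sodium acetate; add compound; add heparin (20 uM final); incubate 6 hr, 37 C; add ThT (30 uM final); after 1 hr ambient, read FP.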
RECQ1 inh – qHTS Assay for Inhibitors of RecQ-Like Dna Helicase 1 (RECQ1); Potency, µM (top dose mostly 57.3 µM), for inactives: top-dose activity, negative = inhibition, hits mostly inhibitors; ATP-dependent DNA helicase Q1 (Homo sapiens), P46063; RECQ1 DNA unwinding, red fluorescence kinetic read; 240,000 tested, 0.54% active; AID 2549, 2010;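 further: plate controls were vehicle for no effect and no enzyme for full effect; nearly all actives have a fitted effect of over 30% in size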
Target sequence (P46063 whole entry, looked up): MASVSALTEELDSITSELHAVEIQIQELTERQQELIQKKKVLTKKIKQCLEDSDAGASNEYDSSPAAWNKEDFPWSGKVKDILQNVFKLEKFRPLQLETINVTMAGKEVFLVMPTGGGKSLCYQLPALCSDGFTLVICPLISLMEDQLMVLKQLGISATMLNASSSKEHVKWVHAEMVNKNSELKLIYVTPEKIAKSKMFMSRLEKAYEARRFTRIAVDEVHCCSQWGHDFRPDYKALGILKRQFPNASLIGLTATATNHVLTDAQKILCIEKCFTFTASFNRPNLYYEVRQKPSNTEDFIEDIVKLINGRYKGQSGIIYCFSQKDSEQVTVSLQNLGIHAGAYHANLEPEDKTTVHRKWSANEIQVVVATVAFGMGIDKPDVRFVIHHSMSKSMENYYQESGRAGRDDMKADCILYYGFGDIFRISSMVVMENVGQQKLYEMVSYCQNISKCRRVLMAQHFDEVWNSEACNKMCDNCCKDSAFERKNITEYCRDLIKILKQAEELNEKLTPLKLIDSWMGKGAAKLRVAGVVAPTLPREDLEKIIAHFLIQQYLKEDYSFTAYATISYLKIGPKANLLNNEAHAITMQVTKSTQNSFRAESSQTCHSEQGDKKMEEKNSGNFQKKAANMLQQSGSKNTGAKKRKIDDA
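50 nM RECQ1T1 preincubated 15 min with compound in Tris pH 8.0 buffer with MgCl2, DTT, Tween-20 and 2.5 ug/ml poly(dI-dC); started with 200 nM TAMRA/BHQ-2 forked duplex and 2 mM ATP. Unwinding read as fluorescence (525/598 nm), two reads 2 h apart.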
TRb SRC2 PPI – qHTS for Inhibitors of the Interaction of Thyroid Hormone Receptor and Steroid Receptor Coregulator 2; Thyroid hormone receptor beta (Homo sapiens), P10828; TRbeta-SRC2 peptide binding, fluorescence polarization; receptor liganded with 1 µM T3; Potency, µM (series often up to 106 µM), for inactives: at the highest dose activity change, negative = inhibition, actives largely listed as inhibitors; 280,000 tested, 0.065% active;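 further: plate controls were bound peptide for no effect and peptide without receptor for full effect; nearly all actives have a fitted effect of over 50% in size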
Target sequence (P10828 whole entry, looked up): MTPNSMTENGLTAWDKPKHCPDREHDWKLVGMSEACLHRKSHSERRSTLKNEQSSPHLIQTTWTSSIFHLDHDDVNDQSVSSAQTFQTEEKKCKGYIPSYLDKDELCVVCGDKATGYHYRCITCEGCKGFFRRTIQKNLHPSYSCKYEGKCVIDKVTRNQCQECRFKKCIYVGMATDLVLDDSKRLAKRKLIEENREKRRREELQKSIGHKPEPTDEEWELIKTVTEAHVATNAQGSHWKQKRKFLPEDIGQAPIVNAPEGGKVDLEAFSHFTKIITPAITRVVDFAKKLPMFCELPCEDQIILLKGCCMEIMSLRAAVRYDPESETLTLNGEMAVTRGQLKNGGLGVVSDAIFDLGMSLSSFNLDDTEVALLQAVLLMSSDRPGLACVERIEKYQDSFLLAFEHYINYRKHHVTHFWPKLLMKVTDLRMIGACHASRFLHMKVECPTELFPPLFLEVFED
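Each compound concentration gave % activity, normalized to unbound and bound Texas Red SRC2 controls, from polarization read after 5 hr ambient incubation with T3-loaded human TRb LBD.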
TR SRC2 fluor cs – Total Fluorescence Counterscreen for Inhibitors of the Interaction of Thyroid Hormone Receptor and Steroid Receptor Coregulator 2; TRb/SRC2 Texas Red total fluorescence interference; Potency, µM (highest dose often 106 µM), inactives show at the top dose fluorescence change, negative = quenching; 280,000 tested, 0.29% active; active means well fitted curve in either direction with a large enough effect; inconclusive means small, poorly fitted or top-dose-only effect
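Human TRβ ligand-binding domain (0.6 uM) and Texas Red SRC2 peptide (20 nM) in Tris buffer with 1 uM T3 and 5% DMSO were incubated with pinned compound for 5 hr at ambient temperature. Total fluorescence was computed as S + 2P (555/632 nm).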
The depositor's hits bear a star; i = inactive; ? = inconclusive; / = not tested or not shown; [ ] = dose if it differs, or a comment. Unless noted, the call rests on the fitted dose curve; in most records, active means well fitted curve in the direction sought with a large enough effect; inconclusive means small, poorly fitted or top-dose-only effect, or another doubt; inactive means no such curve, though single readings can be large; an effect the other way counts as inactive or inconclusive. Unless noted, on the % scale 0 is the no-effect control and ±100 the full control effect; potency means the concentration at half of the fitted maximal effect.

entry | SMILES | JMJD2E inh | Tau fibril ThT | RGS12 GoLoco inh | L3MBTL1 inh | Tau FP inhib | RECQ1 inh | TRb SRC2 PPI | TR SRC2 fluor cs
1 | COc1ccccc1CNC(=O)C1CCN(C(=O)NC2CCCCC2)CC1 | 8% | -4% | 6% | / | -7% | 11% | 0% | 0%
2 | CCCC1(C(=O)O)NC(c2ccccc2O)C2C(=O)N(Cc3ccccc3)C(=O)C21 (centres undefined) | -24% | -13% | 6% | / | -22% | -1% | -14% | 3%
3 | CC(=O)c1cccc(NC(=O)c2ccc3c(c2)N(Cc2ccc(C)cc2)CCS3)c1 | / | -11% | / | / | 11% | / | 0% | 0%
4 | Cc1ccc(C(=O)N2CCN(c3ccccc3)CC2)cc1NC(=O)c1nsc2ccccc12 | / | -12% | / | / | 6% | / | -2% | 0%
5 | O=C(CNC(=O)c1ccco1)OCc1ccc(C(=O)c2ccccc2)cc1 | 14% | -6% | 9% | 10% | -4% | i | -3% | 1%
6 | CC(=O)c1cccc(N(C(=O)c2ccco2)C(C(=O)NC2CCCC2)c2ccc(N3CCOCC3)cc2)c1 (centres undefined) | -5% | -6% | 0% | -3% | 0% | -6% | -1% | 0%
7 | CCOC(=O)c1ccc(N2C(=O)C(O)=C(C(C)=O)C2c2ccc(O)c(OC)c2)cc1 (centres undefined) | -9% | -22% | -3% | / | 5% | 10% | -2% | 1%
8 | O=C(CCCn1c(=O)oc2ccccc21)N1CCc2ccccc2C1 | -6% | -15% | -3% | 1% | -11% | -1% | 1% | 0%
9 | Cc1cc(C)nc(/N=C2\NC(=O)CC(C(=O)O)N2CCc2c[nH]c3ccccc23)n1 (centres undefined) | -11% | -14% | 4% | / | -2% | -2% | -7% | -1%
10 | Cc1cccc(C)c1NC(=O)CN(c1ccccn1)S(=O)(=O)c1ccc(F)cc1 | ? | -1% | 10% | -6% | 11% | -5% | 8% | 0%
11 | CC1(C)CC(CC(=O)Nc2ccc([N+](=O)[O-])cc2)C(=O)O1 (centres undefined) | -7% | 2% | 7% | 2% | 1% | i | -5% | 1%
12 | O=C(OCCN1C(=O)c2cccc3c(N4CCOCC4)ccc(c23)C1=O)c1cccc(Cl)c1 | 1% | ? | 38%[activator] | 99%[activator] | -7% | -7% | 2% | -3%
13 | COc1ccc(F)cc1C(=O)C1CCCN(Cc2c(C)n(C)n(-c3ccccc3)c2=O)C1 (centres undefined) | 1% | 0% | 13% | 4% | 9% | 13% | 3%[53 µM] | -1%[53 µM]
14 | Cc1cc(C)cc(N2CC(c3nnc(NC(=O)c4ccco4)s3)CC2=O)c1 (centres undefined) | / | 0% | / | / | -2% | / | -4% | -12%
15 | COC(=O)c1ccc(NC(=O)CCn2cccc2)cc1 | 3% | -8% | 7% | 0% | -7% | i | 5% | 4%
16 | Cc1ccc(S(=O)(=O)C2(C(=O)N3CCCC(C)C3)CC2)cc1 (centres undefined) | 12% | 6% | -5% | 0% | 2% | -4% | 8% | 3%
17 | COc1cccc(-c2cc(C(=O)N3CCN(c4ccc(F)cc4)CC3)no2)c1 | / | -8% | / | / | -6% | / | 2% | 7%
18 | Cc1ncc(C[n+]2csc(CCO)c2C)c(N)n1 | -7%[25.5 µM] | / | -19%[21.6 µM] | 2% | / | -6%[25.9 µM] | -2%[53 µM] | -2%[53 µM]
19 | CC(C)CC(=O)NC(NC(=S)Nc1cccc2cccnc12)C(Cl)(Cl)Cl (centres undefined) | -6% | -14% | -8% | 5% | -13% | i | 4% | 1%
20 | C=CCNC(=O)c1onc(CSc2cc(C)ccc2C)c1C(=O)O | 0% | -4% | 14% | 12% | -3% | -5% | 2% | 1%
21 | CCc1nnc(NC(=O)CSc2nccn2Cc2ccccc2)s1 | / | -1% | / | / | -8% | / | -1% | 0%
22 | CC(=O)Nc1ccc(NC(=O)COC(=O)c2ccco2)cc1 | 1% | -9% | 6% | / | -3% | i | 0% | -1%
23 | CCOc1ccccc1N(C(=O)CNC(=O)c1ccco1)C(C(=O)NC1CCCC1)c1cccnc1 (centres undefined) | 2% | 0% | 4% | 6% | -1% | 1% | -15% | 0%
24 | CCc1ccc(CCC(=O)Nc2ccc(C(C)=O)cc2)o1 | 5% | -3% | -2% | -3% | -7% | -4% | 15% | 1%
25 | CN(C)c1ccc(C(=O)NNC(=O)Nc2ccccc2)cc1 | -3% | -2% | 9% | -1% | 3% | -18% | 7% | -2%
26 | COc1ccc(CNC(=O)CCn2nc(C)c3c(C)n(-c4ccccc4)nc3c2=O)c(OC)c1 | / | -17% | / | / | 9% | / | -8% | 0%
27 | CC(=O)N1C2(C=CC1(C)C(=O)NCc1cc(F)cc(C(F)(F)F)c1)CCCCC2 (centres undefined) | -11% | -17% | 2% | / | 7% | -10% | -2% | -3%
28 | N=c1sccn1CC(=O)NC(c1ccccc1)c1ccccc1 | -1% | -2% | -5% | 0% | -4% | 0% | -8% | 0%
29 | CN(C)CCNc1nc(-c2ccco2)c2c(c1C#N)CC(C)(C)OC2 | ? | -4% | 4% | 8% | 2% | -6% | -2% | -3%
30 | COc1ccc2c(c1)cc1c(=O)n(CC(=O)NC(C)CCc3ccccc3)nc(C)n12 (centres undefined) | / | -2% | / | / | -10% | / | 3% | 9%
31 | O=[N+]([O-])c1cccc(/C=N/n2cnnc2)c1O | 8% | 16µM* | 11% | -2% | -12% | -8% | 3% | -4%
32 | O=[N+]([O-])c1ccc(OC/C=C2\Oc3ccc([N+](=O)[O-])cc3C2N2CCOCC2)cc1 (centres undefined) | -2% | -21% | 6% | -9% | 1% | -16% | -5% | 4%
33 | COc1ccccc1-c1ccnc2[nH]n(-c3ccccc3)c(=O)c12 | / | ? | / | / | 10% | / | 1% | -11%
34 | Cc1c(NCc2cc(Cl)cc(Cl)c2O)c(=O)n(-c2ccccc2)n1C | -4% | ? | 7% | / | 13% | -18% | 0% | -1%
35 | CCCCNS(=O)(=O)c1ccc2nc(SCC(N)=O)[nH]c2c1 | 7% | -2% | 3% | 0% | 7% | -3% | -1% | 3%
36 | COc1ccc(C(C(=O)NC2CCCC2)N2CCc3ccccc32)cc1 (centres undefined) | -7% | ? | 2% | -2% | ? | -7% | -6% | -2%
37 | C/C(=N\NC(=O)c1ccc(=O)[nH]n1)c1cccnc1 | -7% | -3% | -6% | -4% | 1% | 12% | 3% | 0%
38 | O=C(CSc1cn(Cc2cccc(F)c2)c2ccccc12)NCc1ccc(F)cc1 | 13% | -5% | 7% | 8% | 1% | -7% | 2% | -1%
39 | COc1cc(/C=N/NC(=O)c2ccc(CSc3nc4ccccc4[nH]3)cc2)ccc1O | -29% | ? | 6% | -5% | 2% | ? | -4% | 0%
40 | CCCCC(CC)C/C=C1\CC(C(=O)OCC)Oc2ccccc21 (centres undefined) (tested in a mixture with another compound) | / | -22%[81.4 µM] | -3%[88.7 µM] | / | -7%[81.3 µM] | i | -1% | -3%
41 | COc1ccccc1Oc1ccc(S(=O)(=O)N2CCCC2)cc1 | 3% | -3% | 11% | 3% | 4% | -4% | -1% | -1%
42 | Cc1cc(C)nc(SCc2nc3nc(C)cc(C)n3c2Br)n1 | ? | -12% | -8% | 3% | -4% | -1% | 3% | 1%
43 | OCCNCCCCOc1ccc(F)cc1 | 11% | 3% | 3% | 0% | 1% | -2% | -2% | -4%

Reprinted from the results shown, 12 compounds:
entry | SMILES | JMJD2E inh | Tau fibril ThT | RGS12 GoLoco inh | L3MBTL1 inh | Tau FP inhib | RECQ1 inh | TRb SRC2 PPI | TR SRC2 fluor cs
29 | CN(C)CCNc1nc(-c2ccco2)c2c(c1C#N)CC(C)(C)OC2 | ? | -4% | 4% | 8% | 2% | -6% | -2% | -3%
30 | COc1ccc2c(c1)cc1c(=O)n(CC(=O)NC(C)CCc3ccccc3)nc(C)n12 (centres undefined) | / | -2% | / | / | -10% | / | 3% | 9%
31 | O=[N+]([O-])c1cccc(/C=N/n2cnnc2)c1O | 8% | 16µM* | 11% | -2% | -12% | -8% | 3% | -4%
32 | O=[N+]([O-])c1ccc(OC/C=C2\Oc3ccc([N+](=O)[O-])cc3C2N2CCOCC2)cc1 (centres undefined) | -2% | -21% | 6% | -9% | 1% | -16% | -5% | 4%
33 | COc1ccccc1-c1ccnc2[nH]n(-c3ccccc3)c(=O)c12 | / | ? | / | / | 10% | / | 1% | -11%
34 | Cc1c(NCc2cc(Cl)cc(Cl)c2O)c(=O)n(-c2ccccc2)n1C | -4% | ? | 7% | / | 13% | -18% | 0% | -1%
35 | CCCCNS(=O)(=O)c1ccc2nc(SCC(N)=O)[nH]c2c1 | 7% | -2% | 3% | 0% | 7% | -3% | -1% | 3%
36 | COc1ccc(C(C(=O)NC2CCCC2)N2CCc3ccccc32)cc1 (centres undefined) | -7% | ? | 2% | -2% | ? | -7% | -6% | -2%
37 | C/C(=N\NC(=O)c1ccc(=O)[nH]n1)c1cccnc1 | -7% | -3% | -6% | -4% | 1% | 12% | 3% | 0%
38 | O=C(CSc1cn(Cc2cccc(F)c2)c2ccccc12)NCc1ccc(F)cc1 | 13% | -5% | 7% | 8% | 1% | -7% | 2% | -1%
39 | COc1cc(/C=N/NC(=O)c2ccc(CSc3nc4ccccc4[nH]3)cc2)ccc1O | -29% | ? | 6% | -5% | 2% | ? | -4% | 0%
40 | CCCCC(CC)C/C=C1\CC(C(=O)OCC)Oc2ccccc21 (centres undefined) (tested in a mixture with another compound) | / | -22%[81.4 µM] | -3%[88.7 µM] | / | -7%[81.3 µM] | i | -1% | -3%

An excerpt; the hit share may differ from the screen's.
